CHRM5 antagonist – antagonists of human muscarinic M5 receptor (CHRM5); P08912; CHO-hM5 cells, Fluo-8 calcium fluorescence, ACh EC80; inhibition, % at 3 µM; 0.59% of 360,000 active; AID 624040;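 active means inhibition above a per-plate cutoff, the mean of that plate's test compounds plus 3 SD, cut at about 27% in these data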;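 further: 0% = acetylcholine EC80 with DMSO and 100% = DMSO without agonist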
Target sequence (P08912 whole entry, looked up): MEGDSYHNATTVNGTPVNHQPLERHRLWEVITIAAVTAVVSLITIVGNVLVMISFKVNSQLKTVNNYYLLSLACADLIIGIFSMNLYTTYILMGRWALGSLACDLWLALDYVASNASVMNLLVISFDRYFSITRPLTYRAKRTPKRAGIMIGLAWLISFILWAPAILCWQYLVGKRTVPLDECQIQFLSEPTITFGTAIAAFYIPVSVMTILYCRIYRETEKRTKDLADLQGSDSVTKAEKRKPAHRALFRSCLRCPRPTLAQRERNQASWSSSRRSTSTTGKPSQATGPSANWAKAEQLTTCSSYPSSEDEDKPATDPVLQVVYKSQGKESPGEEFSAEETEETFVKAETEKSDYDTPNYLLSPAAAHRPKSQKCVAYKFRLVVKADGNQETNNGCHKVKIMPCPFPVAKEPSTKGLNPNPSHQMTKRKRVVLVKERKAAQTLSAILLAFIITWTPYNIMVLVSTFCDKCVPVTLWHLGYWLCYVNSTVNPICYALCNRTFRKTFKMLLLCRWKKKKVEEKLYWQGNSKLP
CHRM4 antagonist – blocks acetylcholine activation of human M4 receptor | inhibition, % at 3 µM | 0.73% of 360,000 active | AID 624125 | P08173 | CHO-hM4 cells, ACh EC80, Fluo-8 calcium fluorescence;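 active means inhibition above its plate's cutoff, the mean inhibition of sample wells plus 3 SD, cut at about 27% in these data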;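 further: 0% = acetylcholine EC80 with DMSO and 100% = DMSO without agonist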
Target sequence (P08173 whole entry, looked up): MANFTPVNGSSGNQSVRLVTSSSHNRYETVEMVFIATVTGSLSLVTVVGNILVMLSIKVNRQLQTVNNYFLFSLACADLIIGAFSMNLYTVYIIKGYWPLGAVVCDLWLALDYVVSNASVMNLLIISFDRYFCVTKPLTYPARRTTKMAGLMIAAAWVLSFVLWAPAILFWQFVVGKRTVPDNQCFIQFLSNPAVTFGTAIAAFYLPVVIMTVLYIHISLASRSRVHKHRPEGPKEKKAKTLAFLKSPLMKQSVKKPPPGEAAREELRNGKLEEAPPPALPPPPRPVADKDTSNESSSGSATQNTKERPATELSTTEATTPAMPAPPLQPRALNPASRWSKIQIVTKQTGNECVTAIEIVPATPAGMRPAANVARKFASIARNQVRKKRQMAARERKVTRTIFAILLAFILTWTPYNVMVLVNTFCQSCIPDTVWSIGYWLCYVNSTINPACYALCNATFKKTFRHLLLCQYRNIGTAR
CRFBP-R2 block – CRF-BP/CRF-R2 complex antagonism | HEK293 CRF-R2/CRF-BP, CRF-induced calcium fluorescence | inhibition, % at 11.8 µM | 0.59% of 350,000 active | AID 588475;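 active means inhibition of the ligand-induced calcium signal above about 50% at the single tested concentration, limit read from the data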
CHRM4 PAM – potentiates acetylcholine response at human M4 receptor | 0.4% of 360,000 active | P08173 | activation, % at 3 µM | CHO-K1 hM4/Gqi5, Fluo-8 calcium fluorescence, ACh EC20; 0% = ACh EC20, 100% = maximal ACh;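 active means activation above its plate's cutoff, the mean activation of sample wells plus 3 SD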; further: some results filed as inactive read as strong as hits
IDE inh – inhibitors of human insulin-degrading enzyme in cells; P14735; inhibition, % at 5.59 µM; HEK cells, FAbetaB cleavage, fluorescence polarization; 0.41% of 320,000 active; AID 434962;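 active means percent inhibition above the average of all tested compounds plus 3 SD, set per screening campaign, cut at about 16% in these data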;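 further: IDE supplied by intact live HEK cells; FP after avidin binding of uncleaved biotin substrate so inhibition keeps polarization high; 0% = DMSO wells and 100% = 60 µM reference IDE inhibitor Ii1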
M4 ag – CHRM4 agonism in calcium assay; P08173; AID 624127; 0.14% of 360,000 active; CHO-K1 hM4/Gqi5, Fluo-8 calcium fluorescence; vehicle 0%, full acetylcholine response 100%; activation, % at 3 µM;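 active means activation above the run mean over all test wells plus 3 SD, cut at about 32% in these data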;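 further: peak over basal fluorescence ratio per well then scaled between controls; 0% = DMSO wells and 100% = acetylcholine at EC100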
CRFR2-BP ag – CRF-BP/CRF-R2 complex agonism | HEK293 CRF-R2/CRF-BP, calcium dye fluorescence (FLIPR); percent of saturating CRF peptide response | 0.46% of 350,000 active | activation, % at 13.2 µM;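 active means activation of at least 50%, plus an integration ratio under a set limit after plate pattern correction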;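 further: plate controls were neutral control wells without compound for no effect and CRF at EC100 for full effect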
CHRM5 agonist – agonists of human muscarinic M5 receptor (CHRM5); CHO-K1 hM5 cells, Fluo-8 calcium fluorescence; 0% DMSO wells, 100% maximal acetylcholine response; 0.19% of 360,000 active; P08912; activation, % at 3 µM;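 active means activation above the run's mean over test compounds plus 3 SD, cut at about 23% in these data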;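 further: signal is peak over basal fluorescence ratio across the kinetic read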
CHRM5 PAM – CHRM5 positive allosteric modulation. AID 624038. activation, % at 3 µM. 0.3% of 360,000 active. P08912. CHO-K1 hM5, Fluo-8 calcium, ACh EC20 PAM; 0% = ACh EC20, 100% = ACh EC100;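 active means activation above the run cutoff, the mean activation of all test compounds plus 3 SD, cut at about 18% in these data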
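Replicates: One well per compound, no replicates | System: Human M5 receptor in CHO-K1 cells | Benchmarks: Low control EC20 acetylcholine (0%), high control EC100 acetylcholine (100%) | Probe or stimulus: Acetylcholine, EC20 level | Times: Fluo-8 loading 80 min at 37 °C plus 30 min room temperature | Signal: Intracellular calcium via Fluo-8 fluorescence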
Active calls of the source: *; / = no result given.

CHRM5 agonist | CRFR2-BP ag | CHRM4 antagonist | IDE inh | CHRM4 PAM | CRFBP-R2 block | M4 ag | CHRM5 PAM | CHRM5 antagonist | SMILES
-7.1 | -1.9 | -1.8 | 4.0 | 10.1 | 5.4 | 1.5 | -2.3 | 9.4 | Cc1cc(C)nc(OC(=O)c2c(Cl)cc(Cl)cc2Cl)n1
-6.3 | 0.5 | 16.6 | 0.5 | -19.1 | 7.9 | 0.5 | -11.4 | 1.4 | [2H]c1c([2H])c([2H])c(C(=O)c2sc(N3CCCCCC3)nc2-c2ccccc2)c([2H])c1[2H]
-3.5 | -0.8 | -13.0 | 0.8 | -8.9 | 7.7 | 2.3 | -4.2 | 6.3 | O=C(Cn1cc(C(=O)c2ccco2)c2ccccc21)Nc1ccccc1F
1.1 | 0.4 | -1.3 | 3.1 | -2.0 | -1.6 | 4.4 | -8.2 | 12.1 | CSc1ccc(S(=O)(=O)NCC(=O)OCC(=O)N2CCC(C)CC2)cc1[N+](=O)[O-]
-0.4 | -0.3 | -10.2 | -2.8 | 8.4 | 0.4 | 1.9 | 13.4 | -8.2 | CC(C)(C)NC(=O)C1CCN(c2ccc(S(=O)(=O)N3CCOCC3)cc2Cl)CC1
-0.1 | -1.1 | -8.3 | -0.7 | 8.9 | 5.8 | 0.5 | -6.3 | -1.7 | O=C(O)C1CCCCC1C(=O)NC1CCCCC1 (stereo unspecified)
-0.6 | 1.8 | -1.3 | 1.0 | -4.2 | 8.7 | 2.2 | -6.8 | 3.3 | COc1ccccc1C(=O)N/C(=C\c1ccc(Br)cc1)C(=O)NCCO
6.0 | -1.8 | 5.3 | -1.9 | 5.4 | 3.7 | 7.5 | -9.3 | -0.4 | O=C1C=C(c2ccc(O)cc2)C[C@@H](c2ccc3c(c2)OCO3)C1
-1.9 | -2.2 | 0.7 | 5.6 | -1.1 | -0.4 | 1.1 | 2.2 | -1.8 | O=C(COc1cc(Cl)c(Cl)cc1Cl)NC(=O)Nc1ccc2c(c1)OCCO2
1.9 | 2.5 | 0.9 | 1.0 | -4.4 | -2.0 | 0.1 | -3.4 | 2.1 | CC(C)(C)c1nc2ccccc2c2nnc(SCC(=O)Nc3nccs3)n12
-8.0 | 2.8 | 3.9 | 7.8 | -5.6 | -16.3 | 0.5 | -10.4 | 2.9 | CC1CCc2c(sc3ncnc(NCCCOC(C)C)c23)C1 (stereo unspecified)
1.9 | -1.0 | -2.3 | / | 5.2 | -3.5 | 3.3 | 8.5 | 4.4 | CC(=O)NC1CCC(OC(=O)Nc2ccccc2)CC1 (stereo unspecified)

The last two records of the part above come first, to join the parts:
CHRM5 agonist | CRFR2-BP ag | CHRM4 antagonist | IDE inh | CHRM4 PAM | CRFBP-R2 block | M4 ag | CHRM5 PAM | CHRM5 antagonist | SMILES
-8.0 | 2.8 | 3.9 | 7.8 | -5.6 | -16.3 | 0.5 | -10.4 | 2.9 | CC1CCc2c(sc3ncnc(NCCCOC(C)C)c23)C1 (stereo unspecified)
1.9 | -1.0 | -2.3 | / | 5.2 | -3.5 | 3.3 | 8.5 | 4.4 | CC(=O)NC1CCC(OC(=O)Nc2ccccc2)CC1 (stereo unspecified)
-1.6 | 0.7 | 12.7 | 2.6 | 12.4 | 20.2 | 0.0 | 5.6 | -6.1 | CC(C)c1nccn1S(=O)(=O)c1cc(Cl)ccc1Cl
3.6 | / | -0.8 | / | -8.4 | / | -1.2 | 2.5 | -8.2 | CN(c1ccc(Cl)cc1)c1cc2c(c3c1ccn3C)C1CCC2C1 (stereo unspecified)
-1.5 | 0.7 | -11.1 | 0.6 | 0.7 | -2.2 | 1.0 | 0.3 | -5.8 | COCCCn1c(SC(C)C(=O)NC2CC2)nc2ccccc2c1=O (stereo unspecified)
-0.1 | 0.2 | -14.6 | -2.0 | 10.7 | 21.4 | 0.3 | -0.9 | 2.4 | O=C(CCC(=O)Nc1ccccc1)NNC(=O)c1cccs1
-3.9 | 2.2 | -1.6 | -0.1 | -17.3 | 15.5 | 0.3 | -7.2 | 11.1 | Cc1ccc(NC(=S)NCc2ccco2)c(C)c1
-3.1 | 1.1 | -8.3 | 1.5 | 0.2 | -5.7 | 0.7 | 6.0 | -12.1 | Cc1ccc(NS(=O)(=O)c2c(C(=O)N3CCCCCC3)c(C)n(C)c2C)c(Cl)c1
0.5 | / | -12.3 | -0.7 | 3.0 | / | 1.2 | -3.8 | -2.2 | O=C1CCc2cc(S(=O)(=O)N3CCC(C(=O)NCc4ccccn4)CC3)ccc2N1
-0.9 | 1.6 | 1.4 | -5.2 | -0.9 | -13.9 | 0.4 | -2.0 | -2.9 | CCN(CC)C(=O)Cn1cc(C(=O)C(=O)N(CC)C2CCCCC2)c2ccccc21
3.7 | 0.5 | 1.1 | -1.7 | -0.2 | 5.0 | -2.0 | 7.3 | -8.3 | Cc1ccc(S(=O)(=O)N2CCN(c3cccc(C)c3)CC2)cc1
0.2 | -0.6 | -0.6 | -3.4 | 1.7 | 2.1 | 1.4 | 0.2 | -9.2 | O=C(CCCn1c(=O)[nH]c2ccsc2c1=O)NCc1cccs1
-1.9 | -1.5 | -12.3 | -1.0 | 12.8 | 4.3 | 1.0 | -4.0 | 2.2 | CCc1nnc(SCC(=O)Nc2nccs2)n1CC
-1.9 | -1.8 | 0.5 | 0.7 | 0.3 | -3.3 | 0.6 | -4.7 | 6.7 | Cc1cccc(C)c1NC(=O)CCN1C(=O)C2C3CCC(C3)C2C1=O (stereo unspecified)
-1.0 | 0.1 | -9.7 | / | -0.3 | 26.9 | 0.6 | -9.4 | 9.1 | CCOC(=O)N(C)C[C@H]1OCc2cnnn2CCCC(=O)N([C@H](C)CO)C[C@H]1C
-4.4 | -1.7 | 1.6 | -3.4 | -2.2 | -9.9 | 8.5 | -2.6 | 3.3 | COc1cc(OC)c(NS(=O)(=O)c2cc(Br)cnc2N)cc1Cl
1.6 | 2.1 | -4.2 | -2.7 | 0.0 | -10.7 | -0.9 | -0.7 | -4.5 | O=C(Cn1c(=O)n(-c2ccccc2)c(=O)c2sccc21)N1CCCC1
0.9 | 1.8 | -6.9 | 5.0 | 9.3 | 10.9 | 0.4 | 4.5 | 0.9 | O=C(Nc1cccc(Cl)c1)c1nc[nH]c1C(=O)NCCN(CCNC(=O)c1[nH]cnc1C(=O)Nc1cccc(Cl)c1)CCNC(=O)c1[nH]cnc1C(=O)Nc1cccc(Cl)c1
-5.1 | -0.2 | 5.5 | -0.7 | 8.3 | 0.7 | 1.0 | 0.0 | 0.5 | O=C1CN(C(=O)c2ccccc2)c2ccccc2N1
-0.7 | -0.1 | 8.4 | / | 1.2 | 11.3 | -0.1 | -0.5 | 4.4 | Cc1ccc(S(=O)(=O)N(CCC(=O)NCc2ccc(S(N)(=O)=O)cc2)c2ccccc2)cc1
-0.2 | 0.5 | -0.7 | / | -7.6 | -16.8 | 2.0 | -0.6 | 1.8 | Cc1ccccc1CNC(=O)C(=O)NCC1CCCN1S(=O)(=O)c1cccs1 (stereo unspecified)
-6.3 | -2.2 | 5.7 | 2.8 | -3.7 | -3.8 | 0.7 | 1.6 | 6.5 | Cn1cnc2cc(NCc3cccs3)ccc21
0.2 | -2.6 | -14.2 | / | 1.9 | -24.2 | -0.3 | 5.5 | -6.8 | COc1ccc(C(C#N)=C2C=C(Cl)C(=NO)C=C2Cl)cc1
1.9 | -4.8 | 12.8 | -2.2 | -9.5 | -3.2 | 2.7 | 0.9 | -8.0 | O=C(c1ccc(NS(=O)(=O)c2ccc(F)cc2)cc1)N1CCCCCC1
-4.0 | 0.0 | -12.5 | -1.7 | 1.6 | -10.7 | 2.5 | 5.5 | -9.3 | Cc1onc(-c2ccccc2)c1C(=O)NCc1ccccc1F
0.3 | -2.1 | 14.4 | -5.1 | 5.5 | 6.0 | -0.3 | 0.0 | 0.9 | O=C(Nc1cc(=O)[nH]c2ncnn12)c1ccco1
-8.7 | 0.9 | -0.5 | 4.1 | 2.0 | -16.8 | 2.3 | 3.6 | -0.8 | CC(C)c1ccc(NC(=O)c2ccc(NS(C)(=O)=O)cc2)cc1
0.3 | 3.1 | -0.1 | -2.9 | -14.9 | -25.8 | -0.2 | -6.4 | 6.9 | COC(=O)C(=CC(=CN(C)C)C=C(C(=O)OC)C(=O)OC)C(=O)OC
4.7 | 0.4 | 1.6 | 9.6 | 2.6 | 6.4 | 5.0 | -3.1 | 5.6 | O=C(NCc1ccco1)Nc1ccc([N+](=O)[O-])cc1
-20.9 | 0.1 | 1.6 | -5.1 | -10.4 | 3.7 | 0.6 | -1.7 | -16.0 | CCN(Cc1ccccc1OC)CC1CCCN(CCc2cccc(OC)c2)C1 (stereo unspecified)
-2.3 | 0.0 | -7.5 | -7.0 | -0.7 | 3.8 | 0.7 | 0.2 | -3.4 | CC(C)CC(NC(=O)C(CO)NC(=O)C1CCC(=O)N1)C(N)=O (stereo unspecified)
-9.4 | -0.1 | 4.5 | -4.5 | 1.8 | 5.4 | -2.5 | -9.2 | 1.8 | O=C1CSC(c2ccc(Cl)cc2)N1C1CCCCC1 (stereo unspecified)
-6.6 | -2.7 | 10.5 | 3.7 | -5.3 | 28.1 | 0.0 | 6.3 | -7.7 | CCN(CC)C(C(=O)Nc1ccc2c(c1)OCO2)c1ccccc1 (stereo unspecified)
-5.7 | 1.0 | 41.6* | -2.8 | -15.6 | -41.3 | 0.6 | -22.9 | 10.1 | CCc1c(C2(O)CCCCC2)[nH]c2cc(C(F)(F)F)ccc12
-2.1 | 1.3 | 13.9 | -0.6 | 0.6 | 13.1 | -1.8 | 6.7 | -1.2 | CCOP(=O)(OCC)c1nc(-c2ccc(C)cc2)oc1N1CCOCC1
-0.6 | 1.8 | 1.2 | / | -5.4 | -16.2 | 0.7 | -0.4 | 9.9 | COc1cc(NC(=O)c2cnn3c(C)cc(C)nc23)c(OC)cc1Cl
-0.9 | -0.5 | -2.2 | 2.6 | -2.0 | 1.1 | 0.9 | -1.6 | -2.8 | O=S(=O)(c1cccs1)n1cccn1
-0.7 | -1.0 | 2.6 | 2.4 | 2.6 | 0.8 | 1.4 | 7.9 | 0.8 | Cc1ccccc1S(=O)(=O)/N=C(/Nc1c(C)n(C)n(-c2ccccc2)c1=O)c1ccccc1
-11.8 | 2.5 | -0.4 | -0.2 | -9.6 | -10.5 | -2.4 | -9.3 | 5.1 | CC(CC(=O)Nc1cc(C(F)(F)F)ccc1Cl)c1ccccc1 (stereo unspecified)
1.7 | -2.8 | -7.5 | 0.8 | 2.4 | -8.4 | 0.2 | -1.2 | 8.9 | NS(=O)(=O)c1ccc(CCNS(=O)(=O)c2cccc(C(=O)O)c2)cc1
-1.5 | -2.3 | 5.4 | -5.1 | -5.3 | 2.4 | 1.2 | 9.4 | -3.6 | COc1ccc(C(=O)NN/C(=N/S(=O)(=O)c2ccc(C)cc2)c2ccccc2)cc1
-2.0 | -1.4 | -8.5 | 0.6 | -2.7 | -19.2 | 1.5 | -0.1 | -13.4 | Cc1cccc(Sc2ccc([N+](=O)[O-])cc2[N+](=O)[O-])n1
4.6 | -1.3 | 48.9* | 6.3 | -17.8 | -58.5 | 12.3 | -17.5 | 27.4* | Cc1ccc(NS(=O)(=O)c2ccc(C3CCCCC3)cc2)cc1
-10.5 | -3.5 | -1.3 | 2.0 | 4.4 | -0.1 | -1.3 | 6.1 | 14.3 | CCN1C(=O)N[C@@H](c2ccc(Br)cc2)C(C(=O)OC)=C1C

Rows are unselected, and some 2.9% of all compounds hit somewhere here.
